# Compound activity deposited in PubChem by several laboratories.
# RT RNaseH block: HIV-1 RT RNase H inhibitors, primary screen, biochemical, fluorescence; Gag-Pol polyprotein (Human immunodeficiency virus type 1 group M subtype B (isolate …; inhibition, % at 10 µM; RT-RNase H RNA/DNA duplex cleavage; 1.9% of 65,000 active; in the data active = inhibition above about 50%
# RmlCD inh mix: RmlC and RmlD coupled enzyme inhibitors, primary screen, biochemical, 384-well, compound mixtures, retest; RmlC/RmlD coupled enzyme inhibition, 384-well mixture HTS; inhibition, % at 5.5 µM; 0.39% of 110,000 active; AID 1532, 2009; in the data active = inhibition above about 30%, passing the limit was not always enough; note: strong numbers were not always called active
# * marks the source's active call; other numbers are inactive results; · = not tested or not shown.
# The line under a structure holds: RmlCD inh mix	RT RNaseH block
1	O=C(O)Cn1nc2ccccc2n1
  -35.0	-4.5
2	Cc1cccc(NC2=NCCCS2)c1C
  7.7	-3.9
3	O=C1CC(Cc2ccccc2)C(=O)N1Cc1ccco1 (centres undefined)
  -2.7	0.7
4	CCCOc1ccc2c3c(c(=O)oc2c1OCCC)CCC3
  -12.1	-33.4
5	CCOc1ccccc1N/C(=C(/C(Cl)=C(Cl)Cl)[N+](=O)[O-])n1cncn1
  8.9	·
6	Nc1cccc(-c2cn3cc(C(F)(F)F)cc(Cl)c3n2)c1
  106.4	·
7	Nc1nc(SCC(=O)Nc2ccccc2)[nH]c(=O)c1-c1ccccc1
  -9.4	·
8	COc1cccc(-c2nc(-c3ccccn3)no2)c1
  9.4	·
9	COC(=O)Nc1ccc(S(=O)(=O)N2CCC(Cc3ccccc3)CC2)cc1
  -8.6	·
10	COc1ccc2nc(SCC(=O)N3CCN(c4ccc(F)cc4)CC3)c(C#N)cc2c1
  -10.6	·
11	COC(=O)c1sc(S(=O)(=O)N2CCC(C)CC2)c(C(=O)OC)c1C
  4.4	-0.7
12	COc1ccc(C(C(=O)NC2CCCCC2)N2CCC3(CC2)OCCO3)cc1 (centres undefined)
  -17.8	-2.4
13	CCN(CC)S(=O)(=O)c1cc(C(=O)Nc2cccnc2)ccc1Cl
  10.6	·
14	COc1ccc2nc(NC(=O)C3CCCN3S(=O)(=O)c3ccc(C)cc3)sc2c1 (centres undefined)
  -4.1	-14.1
15	O=C(O)C1CC(=O)N(c2ccc(F)cc2)C1 (centres undefined)
  10.5	-12.6
16	CC(=O)N(Cc1cc2ccc(C)c(C)c2n2nnnc12)C1CCCC1
  ·	-8.1
17	O=C(C1COc2ccccc2O1)N1CCN(Cc2ccc3c(c2)OCO3)CC1 (centres undefined)
  -11.6	-24.1
18	N#Cc1c(N)nc2c(c1-c1cccnc1)CCCCC2
  -10.4	-12.6
19	CC(=O)N1CCN(S(=O)(=O)c2cccc(C(=O)NC3CCCc4ccccc43)c2)CC1 (centres undefined)
  49.4	·
20	Cc1ccc(Cl)cc1N1CCN(S(=O)(=O)c2ccc3c(c2)oc(=O)n3C)CC1
  9.9	-11.8
21	CC1C(=NO)C(C)C(c2ccc(N(C)C)cc2)NC1c1ccc(N(C)C)cc1 (centres undefined)
  ·	28.5
22	CCOC(=O)CCCNC(=O)CCNC(=O)c1ccc(OCC)cc1
  -389.8	-12.4
23	Cc1noc(C)c1COc1cccc(C(=O)NCc2ccccc2Cl)c1
  3.3	·
24	N#CC1=C2N=C(N)c3ccccc3N2C2=C(C(=O)CCC2)C1c1ccc(Cl)cc1 (centres undefined)
  13.1	·
25	CCOc1ccc(NC(=O)c2ccc(F)cc2F)cc1
  -11.0	·
26	CC(=O)N1CCCc2cc(S(=O)(=O)N(CC(C)C)CC(C)C)ccc21
  -42.0	-8.1
27	CC(=O)c1cc(-c2ccccc2)n(CC(=O)N2CCCCC2)c1C
  4.4	·
28	Cc1cccc(-c2c3c(=O)n(C)c(=O)n(C)c3c3c(C)cc(C)nn23)c1
  ·	-18.0
29	CCOC(=O)N1CCN(C2CC(=O)N(c3ccccc3)C2=O)CC1 (centres undefined)
  -9.6	8.1
30	CCCNC(=O)C1CC(c2ccc(C(F)(F)F)cc2)=NO1 (centres undefined)
  -13.1	·
31	Cc1cc(NC(=O)CSc2ncnc3ccccc23)no1
  2.9	-14.9
32	c1ccc(Nc2nc3ccccc3n3cnnc23)cc1
  8.5	-16.6
33	Cc1cc(C)cc(OCC(O)CN2C(=O)NC(C)(C)C2=O)c1 (centres undefined)
  -10.8	-6.3
34	O=C1CC(N2CCN(C/C=C/c3ccccc3)CC2)C(=O)N1CCc1ccccc1 (centres undefined)
  -16.0	-0.7
35	c1ccc(-n2cnc3cc(NCc4ccncc4)ccc32)cc1
  -13.3	-6.3
36	Cc1ccccc1CS(=O)(=O)Cc1ccc(C(=O)NCCCN2CCCC2=O)o1
  ·	-22.8
37	CSc1nnnn1-c1cccc(O)c1
  -12.4	-4.1
38	COc1ccc(C(=O)/C=C/c2ccccc2OC)c(OC(=O)c2ccc([N+](=O)[O-])cc2)c1
  -8.9	·
39	CCOC(=O)C1=C(C)NC(=O)NC1c1ccc(Br)s1 (centres undefined)
  3.4	-54.8
40	C=CCn1c(COc2cccc3cccnc23)nnc1SCC(=O)O
  -12.6	-2.2
41	Cc1cc(C)nc(Nc2nc3ccccc3[nH]2)n1
  -0.5	10.0
42	CCOc1ccc(-c2nnn(CC(=O)N3CCN(c4ccc(OC)cc4)CC3)n2)cc1OCC
  -5.8	-5.4
43	CCC(=O)N1C(C(=O)NCc2ccc(OC)cc2)CSC1c1ccc(OC)cc1 (centres undefined)
  -8.7	·
44	CCOC(=O)c1ccc(NS(=O)(=O)c2cc(-c3nnnn3C(C)C)ccc2OC)cc1
  3.9	4.7
45	CCCn1c(=O)c2ccccc2n2c(SCCOc3ccccc3F)nnc12
  -9.9	-21.3
46	CN(C)CCNC(=O)c1cc2cc(Br)ccc2oc1=O
  -39.0	9.4
47	COc1ccccc1Nc1nc(NCCO)c2ccccc2n1
  10.5	-11.9
48	Cc1cccc(C)c1NC(=O)CCCSc1nnc(-c2ccco2)o1
  16.0	-4.3
49	O=C(NC(=S)Nc1ccc2c(c1)OCCO2)c1ccccc1
  8.5	·
50	COc1ccc(-c2nnc(-c3ccc(OCC(C)C)cc3)o2)cc1
  1.4	·
51	O=C(Cc1cccs1)N1CCN(c2nc(-c3ccc(Cl)cc3)cs2)CC1
  0.9	1.2
52	Cc1ccc(NC(=O)C(CC(C)C)NC(=O)C2CCC(C)CC2)nc1 (centres undefined)
  -12.2	·
53	CCOC(=O)N1CCC(NC(=O)CCc2c(C)nc3ncnn3c2C)CC1
  -2.6	0.5
54	Cc1cc(C)n(CCCNC(=O)c2ccc3c(c2)NC(=O)CS3)n1
  -11.8	-5.3
55	CCC1(C(=O)O)NC(c2cc(OC)ccc2O)C2C(=O)N(Cc3ccccc3)C(=O)C21 (centres undefined)
  -9.4	0.7
56	COc1ccc(N2C(=O)CC(n3c(CCCCO)nc4ccccc43)C2=O)cc1 (centres undefined)
  5.2	-5.7
57	COC(=O)C1CCN(c2cc(=O)n(-c3ccccc3Cl)c(=O)[nH]2)CC1
  -8.5	6.1
58	c1ccc(-n2ncc3c(N4CCCC4)ncnc32)cc1
  -9.7	-4.4
59	CCCCC(=O)Nc1ccc(NC(=O)c2cccnc2)cn1
  -9.7	0.9
60	O=C(C1CCN(c2nnnn2-c2ccccc2)CC1)N1CCN(c2ccccc2)CC1
  -2.0	-0.9

# Additional entries
# The line under a structure holds: RmlCD inh mix	RT RNaseH block
61	NC(=O)c1sc2nc(N3CCCCC3)c3c(c2c1N)CCCC3
  -96.1	-35.0
62	CN(C)S(=O)(=O)c1cc(S(=O)(=O)N(C)C)c(Cl)cc1N
  5.0	-7.4
63	Cc1ccc(C)c(N2CCN(CC(=O)Nc3ccc4[nH]c(=O)[nH]c4c3)CC2)c1
  0.6	2.5
64	Cc1cc(C)cc(NC(=O)C2CCN(c3nccs3)CC2)c1
  6.3	1.7
65	CC(=O)Nc1sc(C)c(C)c1C(=O)Nc1ccc(C)cc1
  -9.6	·
66	CCOc1cc(CNc2ccccc2SC)ccc1O
  8.1	-25.4
67	Cc1ccc(CNC(=O)C2CCC(CNc3c(N4CCOCC4)c(=O)c3=O)CC2)cc1 (centres undefined)
  46.2	·
68	Cc1ccc2c(c1)CCCN2C(=O)c1ccoc1C
  9.0	-49.7
69	Brc1cccc(C2CC(c3ccccc3)n3nnnc3N2)c1 (centres undefined)
  -1.6	-30.0
70	O=S1(=O)CC(O)C(NCc2ccco2)C1 (centres undefined)
  -14.2	-1.4
71	COc1ccc(-c2nc(N)ncc2-c2csc(C)n2)c(O)c1
  4.9	-9.1
72	O=C1c2ccccc2C(Nc2ccc(S(=O)(=O)N3CCCCCC3)cc2)N1c1ccccn1 (centres undefined)
  4.2	·
73	Cc1cc(Nc2c(C)cccc2C)n2nc(C)nc2n1
  10.9	-11.8
74	CCCCCCN(C(=O)CCCCCN1C(=O)NC(c2ccc(C(C)(C)C)cc2)C(C(=O)OCc2ccccc2)=C1C)C(C(=O)NCCCC)c1ccc(OCC(=O)OC)c(C(=O)OC)c1 (centres undefined)
  -37.0	·
75	CCN1C(=O)/C(=C2\C=Cc3cc(C)ccc3N2CC)OC1=S
  8.9	·
76	CCc1ccc(N2CC(C(=O)Nc3nnc(CC)s3)CC2=O)cc1 (centres undefined)
  -10.9	·
77	CC(=O)Nc1cccc(NC(=O)CSc2nnnn2C(C)C)c1
  8.5	-2.1
78	CN(C)c1nc(N)nc(-c2nc3ccccc3s2)n1
  -11.2	-4.0
79	Cn1c(=O)[nH]c(=O)c2c1nc(CN1CCN(c3ccccc3F)CC1)n2CC(N)=O
  2.5	-0.7
80	O=C(c1cc2ccccn2n1)N1CCC2(CC1)OCCO2
  9.2	0.6
81	Cc1cc(NC(=O)C(=O)NCCN2CCN(C(=O)c3cccs3)CC2)ccc1Br
  3.4	·
82	CCC(C(=O)NC1CCCC1)N(Cc1ccco1)C(=O)Cn1nnc(-c2ccc(C)cc2)n1 (centres undefined)
  -6.7	5.0
83	COCCOC(=O)C(C#N)c1nc2ccccc2nc1N1CCCC1 (centres undefined)
  13.4	4.2
84	O=C(Cn1cccc1C(=O)c1ccccc1)NCc1ccco1
  -0.4	-16.8
85	CS(=O)(=O)N(CC(N)=O)c1ccc2c(c1)OCO2
  -92.4	-33.5
86	Cc1ccccc1Cn1cc(NC(=O)c2cc(-c3cccs3)on2)cn1
  -18.0	-77.3
87	COC(=O)c1cnc(SC)nc1C
  3.5	·
88	FC(F)(F)C1CC(c2cccs2)Nc2ncnn21 (centres undefined)
  -10.5	-9.1
89	CCCc1oc2c(c(=O)c1CC)C(=O)CC(C)(C)C2
  9.7	2.5
90	CCC(C)NC(=O)CN(C)S(=O)(=O)c1ccc2c(c1)c(=O)n(C)c(=O)n2C (centres undefined)
  7.5	·
91	Cc1ccc(C)c2c1[nH]c1ccccc12
  -12.6	·
92	Cc1ccc(-n2nnc3c(=O)n(CC(=O)N4CCCC4)cnc32)cc1
  -15.1	2.2
93	O=C(CN(Cc1ccco1)C(=O)CNS(=O)(=O)c1ccccc1)NC1CCCCC1
  -19.5	-6.9
94	COc1cccc2cc(C(C)N(CCCN3CCOCC3)C(=O)Nc3ccc(Cl)cc3)oc12 (centres undefined)
  17.1	-20.2
95	c1coc(CN2CCN(C(c3cccs3)c3nnnn3C3CCCC3)CC2)c1 (centres undefined)
  6.4	·
96	CC(O)Cc1nsc(NC(=O)c2ccc(Br)o2)n1 (centres undefined)
  9.5	4.3
97	CCOc1cc(CNC(=O)CN2C(=O)c3ccccc3S2(=O)=O)ccc1OC
  -7.9	-4.2
98	O=C1CC(=O)C(n2cncn2)C(c2c(F)cccc2Cl)C1 (centres undefined)
  -13.5	·
99	COc1ccc(S(=O)(=O)NCC(=O)N(CC(=O)NCC2CCCO2)c2c(C)cccc2C)cc1 (centres undefined)
  -11.2	0.7
100	CC(=O)NCC(=O)OCC(=O)c1ccc(C)cc1
  16.1	-15.7
101	c1ccc(-n2nnnc2-n2ccnc2)cc1
  -6.7	-6.6
102	O=C(CSc1ncn(-c2ccccc2)n1)Nc1nc2ccccc2s1
  4.4	3.3
103	Cc1ccc(-c2cc(C(F)(F)F)n3nc(C(=O)NCCCn4ccnc4)cc3n2)cc1C
  9.3	·
104	Cc1cc2cc(CCNC(=O)c3ccc(Br)o3)c(=O)[nH]c2cc1C
  -0.7	-0.1
105	CN(CC(=O)NCc1cccnc1)S(=O)(=O)c1ccc2c(c1)c(=O)n(C)c(=O)n2C
  5.0	·
106	COC(=O)c1cc2ccsc2n1CC(=O)N1CCCc2ccccc21
  4.3	-26.5
107	O=C(CCn1c(=O)oc2ccccc21)N1CCN(c2ccccc2Cl)CC1
  -12.5	-7.7
108	Cc1cc(NC(=O)CC23CC4CC(C2)CC(CC(=O)Nc2cc(C)on2)(C4)C3)no1
  8.2	-0.5
109	Cc1nn(Cc2c(F)c(F)c(F)c(F)c2F)c(C)c1NC(=O)c1nn(C)cc1[N+](=O)[O-]
  -15.0	·
110	COc1ccccc1NC(=O)CCSc1nnnn1C
  ·	-7.4
111	Cc1ccc(NCCNc2ccc(C)cc2)cc1
  -11.6	-4.4
112	COc1ccc(CCNC(=O)C(=O)NCc2ccccc2)cc1OC
  -8.7	·
113	O=c1c2ccccc2nc(CSc2ncnc3nc[nH]c23)n1-c1ccccc1
  7.5	2.9
114	COc1cccc(OCC(=O)Nc2ccccc2C(N)=O)c1
  -11.4	-10.0
115	COc1ccc(NC(=O)c2c(F)c(F)c(F)c(F)c2F)cc1Cl
  -6.6	-3.7
116	O=C(NCCN1CCN(Cc2ccccc2)CC1)C1CC(=O)N(C2CCCC2)C1 (centres undefined)
  -8.2	-2.8
117	O=C(/C=C/c1cccc(Cl)c1)Nc1ccncc1
  8.0	·
118	O=C(NCc1cccnc1)c1cn(-c2ccccc2)nc1-c1cccs1
  -14.7	-14.8
119	N#Cc1ccc(N2CCCC2C(=O)O)c([N+](=O)[O-])c1 (centres undefined)
  -22.0	·
120	CCCC(=O)c1cc(F)c(N2CCN(C(=O)OCC)CC2)cc1C
  -10.8	-15.0

# Single records (already shown).
# CN(CC(=O)NCc1cccnc1)S(=O)(=O)c1ccc2c(c1)c(=O)n(C)c(=O)n2C reads RmlCD inh mix: 5.0; RT RNaseH block: ·
# COc1ccc(NC(=O)c2c(F)c(F)c(F)c(F)c2F)cc1Cl reads RmlCD inh mix: -6.6; RT RNaseH block: -3.7

# Following part:
# The line under a structure holds: RmlCD inh mix	RT RNaseH block
121	CC(=O)NC1CC2CCCC(C1)N2CC(=O)Nc1ccccc1 (centres undefined)
  -9.1	-3.8
122	CCOc1ccc(S(=O)(=O)N(CC(=O)O)c2ccccc2)cc1
  -8.3	-0.4
123	Cc1cc(N2CCN(c3ccc(F)cc3)CC2)nc2cc(O)ccc12
  -23.2	·
124	O=C(NCCCNC(=O)NC1CCCCC1)NC1CCCCC1
  0.4	-3.4

# These rows are one share of the data, so the mix of outcomes need not match the whole.
